# PrPC surface inh – inhibitors of human cell surface prion protein PrPC, primary screen, cell-based, TR-FRET | inhibition, % at 13.8 µM | TR-FRET read-out | 0.43% of 370,000 active | Major prion protein (Homo sapiens), P04156; in the data active = inhibition above about 24%; note: 0% = median of the test wells and 100% = reference compound wells
# CCHF vOTU inh – CCHFV vOTU protease inhibitors, primary screen, biochemical, Pep-AMC substrate, fluorescence | 0.55% of 370,000 active | inhibition, % at 11.5 µM | AID 651958, 2012; in the data active = inhibition above about 30%; note: 0% = vehicle wells with enzyme and 100% = no enzyme wells
# The depositor's hits bear a star. This is a subset. The share of hits here may be higher or lower than overall.
# Start of the listing, in advance:
SMILES,PrPC surface inh,CCHF vOTU inh
CC(C)(C)C(C(=O)NCc1ccccc1)N1CCN(CCN2CCOCC2)CC1 (configuration not stated),-5.0,18.9
O=C(NCc1ccccc1)C1C(c2ccccc2)=Nc2ccccc2N1C(=O)c1ccncc1 (configuration not stated),-5.5,0.5
COC(=O)C1=CN(c2ccc(C(C)(C)C)cc2)C(N)=C(C#N)C1c1cccc([N+](=O)[O-])c1 (configuration not stated),-4.8,6.6
CC1(C(=O)NCc2ccccc2)CN(S(C)(=O)=O)CC(=O)N1CCCn1ccnc1 (configuration not stated),-2.1,-4.6
CC(C)(C)c1ccc(-c2nnc(SCc3ccccc3)n2Cc2ccco2)cc1,10.5,8.1
COC(=O)[C@]12C[C@H](CC(=O)NCCCCc3ccccc3)C(=O)N(Cc3ccc(Cl)cc3Cl)C1=C[C@H](C(C)C)O[C@@H]2C1CC1,-1.3,18.3
Nc1[nH]c(C(=O)c2ccc(Br)cc2)c(-c2ccncc2)c1C(=O)c1ccccc1,-9.6,12.2

# The whole of this part, from the start:
SMILES,PrPC surface inh,CCHF vOTU inh
CC(C)(C)C(C(=O)NCc1ccccc1)N1CCN(CCN2CCOCC2)CC1 (configuration not stated),-5.0,18.9
O=C(NCc1ccccc1)C1C(c2ccccc2)=Nc2ccccc2N1C(=O)c1ccncc1 (configuration not stated),-5.5,0.5
COC(=O)C1=CN(c2ccc(C(C)(C)C)cc2)C(N)=C(C#N)C1c1cccc([N+](=O)[O-])c1 (configuration not stated),-4.8,6.6
CC1(C(=O)NCc2ccccc2)CN(S(C)(=O)=O)CC(=O)N1CCCn1ccnc1 (configuration not stated),-2.1,-4.6
CC(C)(C)c1ccc(-c2nnc(SCc3ccccc3)n2Cc2ccco2)cc1,10.5,8.1
COC(=O)[C@]12C[C@H](CC(=O)NCCCCc3ccccc3)C(=O)N(Cc3ccc(Cl)cc3Cl)C1=C[C@H](C(C)C)O[C@@H]2C1CC1,-1.3,18.3
Nc1[nH]c(C(=O)c2ccc(Br)cc2)c(-c2ccncc2)c1C(=O)c1ccccc1,-9.6,12.2
CC(C)[C@@H](C)/C=C/[C@@H](C)[C@H]1CC[C@@H]2[C@]1(C)CCC1[C@]23C=C[C@]2(C[C@@H](O)CC[C@]12C)N(c1ccc([N+](=O)[O-])cn1)O3 (some centres not stated),5.8,5.9
COC(=O)C1CN(Cc2ccc(F)cc2)CCS(=O)(=O)N1Cc1ccc(C(F)(F)F)cc1 (configuration not stated),8.5,19.3
COC(=O)[C@]12CCCCC=C1N(Cc1ccc(OC)cc1)C(=O)[C@@H]2CC(=O)N1CCCC1,-6.9,4.5
COC(=O)C1=C(C)N(Cc2ccc(Br)cc2)C(=S)NC1c1cccc(Br)c1 (configuration not stated),12.5,9.0
C#CCNC(=O)c1cc(-c2ccccc2)sc1N,-6.0,13.9
COC(=O)[C@]12C[C@H](CC(=O)N3CCN(C(=O)C4CC4)CC3)C(=O)N(CCc3ccc(OC)c(OC)c3)C1=C[C@H](C(C)C)O[C@@H]2C1CC1,-4.0,-2.7
O=C(C1CCCO1)N1CCN(C2=Nc3ccccc3Sc3ccccc32)CC1 (configuration not stated),6.1,13.5
O=C(CCn1nnc(-c2cccs2)n1)N1CCCC1,1.1,-2.3
Cc1cc(N2CCNC[C@@H]2C)ccc1N1CCN[C@H](C)C1,-2.2,-8.8
O=C(N[C@H](Cc1ccccc1)C(=O)NCCCN1CCCC1=O)[C@H]1O[C@@H](n2ccc(=O)[nH]c2=O)[C@H](O)[C@@H]1O,-1.3,-1.3
CN1C(=O)c2cc(NC(=O)C3CCOCC3)ccc2OC[C@@H]2O[C@@H](CC(=O)NCc3ccccc3F)CC[C@@H]21,4.5,-7.1
CCOC(=O)[C@@]12CCCC3=C1N(CCC3)C(=O)[C@H]2CC(=O)N1CCN(C(=O)C2CC2)CC1,10.2,-12.2
O=C(Nc1ccc(F)cc1)OCc1cn(Cc2ccccc2)nn1,-1.3,-2.4
O=C1CSC(c2cccs2)N1c1nncs1 (configuration not stated),-3.0,-8.0
CCCCNC(=O)C[C@@H]1C[C@@]2(C(=O)OC)CC(C)(C)CC=C2N(Cc2ccc3c(c2)OCO3)C1=O,9.4,25.9
CC(C)(C)NC(=O)C(c1cc2ccccc2o1)n1c(=O)c(-c2ccco2)nc2ccccc21 (configuration not stated),1.9,17.2
CCN(C(=O)C1CCCN(c2nnc(-n3cccc3)s2)C1)c1ccccc1C (configuration not stated),9.4,5.4
CCOC(=O)N1CCN(C(=O)C[C@H]2C[C@@]3(C(=O)OC)C(=C[C@H](COCc4ccccc4)O[C@@H]3C)N(Cc3cccc4ccccc34)C2=O)CC1,-0.4,3.0
C=CCn1c(COc2ccc(C)cc2)nnc1SCc1ccc([N+](=O)[O-])cc1,-4.2,8.7
COC(=O)[C@]12C[C@H](CC(=O)NCc3ccccc3)C(=O)N(Cc3ccccc3)C1=C[C@H](C1CCCC1)O[C@@H]2C,-1.6,4.2
C[C@@H]1OC(C2CCCCC2)N(C)[C@H]2C[C@H]3c4[nH]c5c(-c6ccc7c(c6)OCO7)cccc5c4CCN3C[C@@H]12 (some centres not stated),-14.8,-3.1
COC(=O)c1cc(-c2ccccc2)c(=O)n2c1CCC2,5.9,-4.0
O=S1(=O)C=CCN1Cc1cn(Cc2cccc(C(F)(F)F)c2)nn1,-6.2,-2.8
COC(=O)C1=C(C)N(Cc2ccccc2C(F)(F)F)C(=NCc2ccc(OC)cc2)NC1c1ccc(F)cc1 (configuration not stated),1.1,17.0
O=C(Nc1ccc2ccccc2c1)C(c1ccccc1)n1c(=O)c(-c2cc3ccccc3[nH]2)nc2ccccc21 (configuration not stated),11.5,-11.2
COC(=O)[C@]1(C#N)CC(=O)N(Cc2ccc(Cl)cc2)[C@@H]1c1ccccc1,0.2,6.4
O=C(C[C@H]1C=C[C@@H](NS(=O)(=O)c2ccccc2)[C@@H](CO)O1)NCc1ccc(Cl)c(Cl)c1,-0.6,-13.4
COc1ccc(NC(=O)N(C)[C@H]2C[C@H]3c4[nH]c5c(-c6cccc(C)c6)cccc5c4CCN3C(=O)[C@H]2[C@H](C)O)cc1,-3.1,-8.3
CCNC(=O)N(C)[C@H]1C[C@H]2c3[nH]c4c(-c5ccc6c(c5)OCO6)cccc4c3CCN2C(=O)[C@H]1[C@H](C)O,-8.4,3.1
COC(=O)[C@]12C[C@H](CC(=O)NCc3ccc(C)o3)C(=O)N(Cc3ccc(Cl)cc3Cl)C1=C[C@H](COCc1ccccc1)O[C@@H]2C,1.7,3.7
CCOC(=O)C1CSCCS(=O)(=O)N1Cc1cccc(Cl)c1 (configuration not stated),2.0,-4.9
COc1cc(C(=O)C(=O)N2CCN(c3ccc(C)cc3)CC2)cc2ccccc12,4.5,-2.1
CCCCOCC1CN(CCCC)S(=O)(=O)c2c(NCc3cc(OC)c(OC)c(OC)c3)cccc2O1 (configuration not stated),-3.1,18.2
Cc1cccc(C)c1NC(=O)C(C1CC1)n1c(=O)c(-c2ccco2)nc2ccccc21 (configuration not stated),-5.3,-12.1
CN(Cc1ccccc1)C(=O)OCc1cn(Cc2ccc(Cl)cc2)nn1,-5.3,3.6
CC(C)NC(=O)[C@]1(C#N)CC(=O)N(C)[C@@H]1c1ccccc1,7.9,-0.9
Cc1cccc(C)c1NC(=O)C1C(c2ccc3c(c2)OCO3)=Nc2ccccc2N1C(=O)c1ccccc1 (configuration not stated),9.6,18.3
Cc1ccccc1CN1C(=O)CSCC1(C)C(=O)Nc1c(C)cccc1C (configuration not stated),5.1,-0.9
COc1cc(C)ccc1C(=O)N1CCC(Oc2cccnc2)CC1,-5.8,5.1
CC(C)[C@@H](C)/C=C/[C@@H](C)[C@H]1CC[C@@H]2[C@]1(C)CCC1[C@]23C=C[C@]2(C[C@@H](O)CC[C@]12C)N(c1cnccn1)O3 (some centres not stated),19.2,6.8
CCCn1cnnc1CNC(=O)[C@@H](Cc1ccccc1)NC(=O)[C@H]1O[C@@H](n2ccc(=O)[nH]c2=O)[C@H](O)[C@@H]1O,13.9,16.0
C=CCN=C1NC(c2ccc(Cl)cc2)C(C(=O)OC)=C(C)N1C (configuration not stated),-0.1,-12.5
COC(=O)[C@]12C=CCN1[C@@H](c1ccc(C(F)(F)F)cc1)c1c(c3ccccc3n1S(=O)(=O)c1ccc(C)cc1)C2,-8.2,9.1
Cc1ccc(C=Nn2c(-c3n[nH]c4c3CCC4)n[nH]c2=S)s1,-13.2,13.7
COC(=O)[C@]12C[C@H](CC(=O)NCc3ccc(OC)c(OC)c3)C(=O)N(CCC3=CCCCC3)C1=C[C@H](C1CCCC1)O[C@@H]2C,3.2,13.8
COC(=O)[C@]1(CC(C)C)NC=C(C(=O)c2ccccc2)[C@@H]1c1cccs1,3.4,-2.1
COC(=O)[C@]12C[C@H](CC(=O)N3CCC(c4ccccc4)CC3)C(=O)N(Cc3ccccc3)C1=C[C@H](C(C)C)O[C@@H]2C1CC1,-1.9,17.1
COC(=O)N1C[C@H](OC(=S)Nc2ccc(OC)cc2OC)[C@H]2C[C@@H]1c1ccccc1O2,2.5,-7.2
CCOC(=O)N1CCN(C(=O)C[C@H]2C[C@@]3(C(=O)OC)C(=C[C@H](C(C)(C)C)O[C@@H]3C)N(Cc3cccc4ccccc34)C2=O)CC1,4.6,19.1
COc1ccccc1-c1cccc2[nH]c3c(c12)CCN1C(=O)[C@H]2[C@H](C)ON(C)[C@H]2C[C@@H]31,10.7,-99.4
O=C(C[C@H]1CC[C@@H]2[C@H](COC[C@@H](O)CN2Cc2ccc(Cl)cc2)O1)NCCc1ccccc1,-1.7,15.5
CC(C)[C@H]1/C(=C/C2CC2)N2C(=O)C[C@@H](c3ccccc3)N=C2N1Cc1ccc2c(c1)OCO2,5.5,0.0
CCOC(=O)C1=C(C(=O)OCC)C2N(Cc3ccc(C#N)cc3)c3ccccc3[C@@]23C[C@@H](C(=O)OC)N(S(=O)(=O)c2ccc(OC)cc2)C3=N1 (some centres not stated),3.2,6.4
# New compounds follow:
SMILES,PrPC surface inh,CCHF vOTU inh
Brc1ccc(CN2CCN(c3ncc(Cc4ccccc4)cn3)CC2)cc1,-5.0,11.9
COc1ccccc1-c1cccc2c3c([nH]c12)[C@@H]1C[C@H]2[C@@H](C(=O)N1CC3)[C@H](C)ON2C,-1.6,-8.5
O=C(NC1=NC2(C=C3CCCCC3n3c(=O)n(-c4ccccc4)c(=O)n32)CN1CC1CC1)c1ccccc1 (configuration not stated),4.9,4.4
C[C@H]1COc2cc(Br)ccc2S(=O)(=O)N1Cc1cn(CCC2OCCO2)nn1,2.3,3.5
O=S(=O)(c1ccc2ccccc2c1)N1Cc2cc(Br)ccc2-n2nncc2C1,-4.0,1.4
O=C1CCC(NC(=O)Cc2ccccc2)C(=O)N1 (configuration not stated),-3.0,-3.9
CCC(=O)N1CCc2cc(Br)c(S(=O)(=O)NCc3ccccc3OC)cc21,-8.9,-2.3
COC(=O)C1=C(C)N(Cc2ccc(C(F)(F)F)cc2)C(=NCc2ccccc2C(F)(F)F)NC1c1ccc(F)cc1 (configuration not stated),-4.1,13.5
O=c1c2c(n3nnnc3n1Cc1ccc(Cl)cc1)-c1ccccc1CC21CCCC1,5.8,0.4
COc1ccc(C(=O)C(=O)N2CCC(Cc3ccccc3)CC2)cc1OC,2.4,-2.9
O=C(Cn1nnc(-c2ccncc2)n1)Nc1ccc(Cl)cc1,10.2,4.6
O=C(C(=O)N1CCC(CNC(=O)C2COc3ccccc3O2)CC1)c1cc2ccccc2o1 (configuration not stated),1.8,7.8
COc1ccc(Oc2cccc3c2S(=O)(=O)N(C2CC2)C[C@@H](COCc2ccccc2)O3)cc1,6.9,5.2
CCC(C)N(C(=O)c1oc(=O)c2ccccc2c1-c1ccc(C)cc1)C(C)CC (configuration not stated),5.7,17.9
CC(COc1ccccc1C#N)CN1CCC(C(O)(c2ccccc2)c2ccccc2)CC1 (configuration not stated),-14.5,-1.8
Cc1cccc(C)c1-n1nnnc1C1c2ccccc2OCC(=O)N1Cc1ccc(F)cc1 (configuration not stated),10.5,3.9
CCCCCCCCN1C(=O)[C@H](CC(=O)NCCc2ccccc2OC)C[C@@]2(C(=O)OCC)CCC=C12,-2.8,29.3
O=C(NCc1ccccc1)C(C1CC1)n1c(CSCCOc2ccccc2)nc2ccccc21 (configuration not stated),3.0,6.8
CC(C)[C@H](NC(=O)c1ccc(Cl)cc1Cl)C(=O)N1CCC[C@H]1C(=O)NCCc1ccccc1Cl,-5.1,-3.4
C=CCn1c(COc2ccccc2)nnc1SCC(=O)c1ccc(-c2ccccc2)cc1,-11.0,8.4
CCCCCCCCN1C(=O)[C@@H](CC(=O)NCC2CCCCC2)C[C@@]2(C(=O)OC)C1=C[C@H](COCc1ccccc1)O[C@@H]2C,1.2,31.1*
Cc1nn(-c2ccccc2)c2sc(C(=O)N3CCN(C(c4ccccc4)c4ccc(Cl)cc4)CC3)cc12 (configuration not stated),-10.7,1.4
CCN(C)C(=O)Oc1cccc([C@H](C)N(C)C)c1,3.0,-5.9
O=C1OCC2=Nc3cccc4cccc(c34)N12,0.6,2.6

# Ordered by count of non-hydrogen atoms (descending): 4 of the compounds above
SMILES,PrPC surface inh,CCHF vOTU inh
Cc1nn(-c2ccccc2)c2sc(C(=O)N3CCN(C(c4ccccc4)c4ccc(Cl)cc4)CC3)cc12 (configuration not stated),-10.7,1.4
O=C(NCc1ccccc1)C(C1CC1)n1c(CSCCOc2ccccc2)nc2ccccc21 (configuration not stated),3.0,6.8
Cc1cccc(C)c1-n1nnnc1C1c2ccccc2OCC(=O)N1Cc1ccc(F)cc1 (configuration not stated),10.5,3.9
C=CCn1c(COc2ccccc2)nnc1SCC(=O)c1ccc(-c2ccccc2)cc1,-11.0,8.4
